Screening data deposited in PubChem BioAssay by Sanford-Burnham Center for Chemical Genomics.
697 NFkB inh – inhibitors of the PMA/ionomycin-induced NF-kB reporter in 697 B cells. AID 435022. hit rate 0.33% among 330,000. 697 B-cell NF-kB luciferase reporter, 16 h. inhibition, % at 4 µM; in the data active = inhibition above about 35%
Apaf1 inhib – blocks human Apaf-1 apoptosome activity; reconstituted apoptosome caspase-3 activity, DEVD-Rh110 fluorescence; O14727; AID 489030; inhibition, % at 20 µM; hit rate 0.71% among 330,000; active = inhibition of at least 40% at 20 µM;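 note: plate controls were DMSO wells for no effect and DEVD-CHO caspase inhibitor wells for full effect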
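Material: reconstituted apoptosome with Apaf-1, cytochrome c, caspase-9, procaspase-3, dATP / Buffer or medium: pH 7.5 Hepes buffer with CHAPS, BSA, DTT / Also added: cytochrome c with DEVD-Rh110 / Schedule: compound with Apaf-1, dATP, procaspase-3 30 min, then 50 min reaction, room temperature / Technique: rhodamine 110 fluorescence at Ex 480/Em 540 nm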
UBC13 inh – human UBC13 polyubiquitination inhibition | inhibition, % at 20 µM | hit rate 0.47% among 330,000 | UBC13 polyubiquitin chain formation, TR-FRET; in the data active = inhibition above about 45%, passing the limit was not always enough
Target sequence (P61088 whole entry, looked up): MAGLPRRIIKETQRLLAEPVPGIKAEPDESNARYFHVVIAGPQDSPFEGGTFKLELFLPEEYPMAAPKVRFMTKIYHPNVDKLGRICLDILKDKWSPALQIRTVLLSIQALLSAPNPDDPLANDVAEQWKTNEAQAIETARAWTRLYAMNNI
SENP8 block – SENP8 protease inhibition; hit rate 1.2% among 330,000; Q96LD8; inhibition, % at 10 µM; purified SENP8, Z-RLRGG-aminoluciferin cleavage, luminescence; AID 2540
Target sequence (Q96LD8 whole entry, looked up): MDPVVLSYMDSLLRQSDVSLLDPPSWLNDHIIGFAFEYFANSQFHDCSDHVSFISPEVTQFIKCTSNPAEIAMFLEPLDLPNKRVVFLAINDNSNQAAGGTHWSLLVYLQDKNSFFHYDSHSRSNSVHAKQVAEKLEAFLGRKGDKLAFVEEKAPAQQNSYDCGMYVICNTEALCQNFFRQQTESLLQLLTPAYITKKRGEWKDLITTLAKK
CCR6 antag – antagonists of human CCR6 receptor. AID 493098. P51684. CHO-K1 CCR6 PathHunter beta-arrestin, luminescence, CCL20-stimulated. hit rate 0.49% among 340,000. inhibition, % at 20 µM;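 active = compounds whose inhibition of the agonist-driven luminescence signal at 20 µM reaches about 50%, limit read from the data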;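 note: cells stimulated with CCL20 at 14 nM final; plate controls were DMSO with CCL20 for no effect and DMSO without agonist for full effect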
Target sequence (P51684 whole entry, looked up): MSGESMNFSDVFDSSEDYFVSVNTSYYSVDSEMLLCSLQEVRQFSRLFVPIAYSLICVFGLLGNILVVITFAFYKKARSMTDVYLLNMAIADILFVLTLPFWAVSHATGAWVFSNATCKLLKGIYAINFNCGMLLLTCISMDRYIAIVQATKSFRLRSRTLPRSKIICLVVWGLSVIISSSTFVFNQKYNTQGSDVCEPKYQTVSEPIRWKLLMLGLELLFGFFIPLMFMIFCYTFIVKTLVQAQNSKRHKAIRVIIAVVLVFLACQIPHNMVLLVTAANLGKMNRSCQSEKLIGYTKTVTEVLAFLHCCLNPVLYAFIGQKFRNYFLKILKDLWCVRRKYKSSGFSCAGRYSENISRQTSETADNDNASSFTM
Gli-Sufu antag – blocks Gli-Sufu signaling in a luciferase reporter. Sufu-KO-LIGHT fibroblasts, Gli luciferase reporter luminescence. inhibition, % at 5 µM. hit rate 0.74% among 340,000;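 active = inhibition above about 55%, limit read from the data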;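 note: 0% = DMSO-treated cells and 100% = wells with medium but no cells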
Jurkat NFkB inh – lowers PMA/ionomycin-induced NF-kB signal in Jurkat cells; PMA/ionomycin-induced NF-kB luciferase reporter, luminescence; inhibition, % at 4 µM; hit rate 0.53% among 330,000
EBI2 block – antagonists of human EBI2 receptor. inhibition, % at 5 µM. P32249. hit rate 0.81% among 360,000. EBI2 beta-arrestin recruitment, luminescence, 7a,25-OHC stimulated; in the data active = inhibition above about 38%;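 note: enzyme fragment complementation signal reports receptor beta-arrestin coupling in cells; 0% = agonist plus DMSO wells and 100% = wells without agonist; some results beyond the cut were filed as inactive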
Active calls of the source: *; . = no result given; & = joins results of further samples. Cut-off read from the data, not from the text of the source, unless noted: active = inhibition above about 50%; inactive = the rest. Only part of the results is shown (hit frequency here may not be typical).

Order of values: 697 NFkB inh	Apaf1 inhib	UBC13 inh	SENP8 block	CCR6 antag	Gli-Sufu antag	Jurkat NFkB inh	EBI2 block
CN(C)c1nc(SCC(=O)Nc2ccccc2)nc(N2CCOCC2)n1
 : 19	12	-5	2	2	10	10	-7
CC(C)CC(=O)Nc1cccc(-c2cn3ccsc3n2)c1
 : -21	-5	-5	-5	1	-2	-16	-11
O=C(CN1CCCC1)N/N=C/c1c(O)ccc2ccccc12
 : 8	4	-9	0	3	55	20	-2
CCOC(=O)c1c(C)[nH]c(C)c1S(=O)(=O)NCCN1CCN(c2ccccc2F)CC1
 : 8	6	6	0	18	67*	28	-8
Cc1nnc(SCc2ccon2)n1-c1ccccc1
 : 16	-7	-2	-6	-5	6	18	-7
COc1cccc(/C=C/C(=O)Nc2ccc3c(c2)OCCO3)c1
 : -93	5	-2	17	18	-120	-120	16
Cc1cc(N2C(=O)C(=O)/C(=C(/O)c3ccccc3)C2c2cccs2)no1 (centres undefined)
 : 16	-1	-3	-1	8	-6	-5	-12
COc1ccc(C(=O)N/C(=C\c2cn(S(=O)(=O)N(C)C)c3ccccc23)C(=O)N2CCOCC2)cc1
 : 11	6	-5	-2	-1	-15	6	-3
CCN1C(=O)C2(C(C#N)=C(N)Oc3n[nH]c(-c4ccccc4)c32)c2ccccc21 (centres undefined)
 : 15	12	-8	-8	-2	8	-11	-2
COc1ccccc1NC(=O)CCS(=O)(=O)c1ccccc1
 : 9	-7	4	0	3	20	1	3
CSc1ccccc1NC(=O)CN(C)C(=O)CNc1ccc(C(F)(F)F)cc1[N+](=O)[O-]
 : 4	-7	0	-3	27	2	2	-4
Cc1ccccc1NC(=O)c1ccc(Cl)c(NC(=O)c2cccnc2)c1
 : 8	-4	5	-2	.	.	7	.
CCOc1ccc(OCC(=O)OC(C)C(=O)Nc2ccc(Cl)cn2)cc1 (centres undefined)
 : -16	4	-7	-12	4	-3	8	-6
Cc1cc(C)cc(N(C(=O)CNC(=O)c2ccco2)C(C(=O)NC2CCCC2)c2cccnc2)c1 (centres undefined)
 : -3	2	-7	1	-8	-8	-2	1
CN(C)c1ccc(CNn2cnnc2SCC(=O)NC(C)(C)C)cc1
 : 7	-5	-7	-5	-7	10	-15	-4

Part of the list above with just UBC13 inh, Apaf1 inhib and Gli-Sufu antag.
smiles	UBC13 inh	Apaf1 inhib	Gli-Sufu antag
COc1ccccc1NC(=O)CCS(=O)(=O)c1ccccc1	4	-7	20
O=C(CN1CCCC1)N/N=C/c1c(O)ccc2ccccc12	-9	4	55
Cc1nnc(SCc2ccon2)n1-c1ccccc1	-2	-7	6
Cc1cc(N2C(=O)C(=O)/C(=C(/O)c3ccccc3)C2c2cccs2)no1 (centres undefined)	-3	-1	-6

Remaining list, next part:
Order of values: 697 NFkB inh	Apaf1 inhib	UBC13 inh	SENP8 block	CCR6 antag	Gli-Sufu antag	Jurkat NFkB inh	EBI2 block
Cc1cc(C)c2nc(SCC(=O)NNC(=O)c3ccco3)c(C)cc2c1
 : 12	12	1	-9	-3	-5	2	-14
CCOC(=O)NC(=O)C(/C=N/c1sccc1C(=O)OC)=C(\C)O
 : 15	-2	13	9	-3	-21	1	0
O=C(NCc1cccnc1)Nc1cccc(F)c1
 : -12	-12	-12	-3	4	-6	1	-6
O=C(NCc1ccco1)c1cccc(NC(=O)c2ccco2)c1
 : 17	-15	5	5	-12	41	7	-6
Nc1ccc2c(c1)nnn2-c1ccccc1
 : -54	-20	16	0	17	8	-39	-7
O=c1ccsn1Cc1ccccc1
 : 4	5	0	-4	39	-9	-11	8
O=C(CSc1nc2c([nH]c3ccccc32)c(=O)n1-c1cccc(Cl)c1)N1CCOCC1
 : 21	-2	-22	0	0	22	-5	-2
C=CCNC(=O)N1CCCC(C(=O)c2cccc(Cl)c2)C1 (centres undefined)
 : 10	-5	5	-4	6	-20	13	3
COc1ccc(C2CC(c3ccc4ccccc4c3OC(C)=O)=NN2C(C)=O)cc1 (centres undefined)
 : -109	7	0	-2	16	20	-87	-3
CCCc1n[nH]c(=O)c2c1nnn2Cc1ccccc1
 : 23	-2	7	3	11	7	0	-1
Cc1noc(/C=C/N(C)C)c1S(=O)(=O)N1CCc2ccccc21
 : -5	0	0	7	11	-4	5	-1
CCC(C)[C@H](NC(=O)CCn1nnc2ccccc2c1=O)C(=O)O (some centres undefined)
 : 7	-8	-2	1	6	5	-4	-9
Cc1ccc(CNS(=O)(=O)c2c(C)nc3scc(C)n3c2=O)cc1
 : -7	-3	11	-5	2	-3	-3	2
O=C(CN1CCN(c2ccccc2)CC1)Nc1ccc2c(c1)OCCO2
 : 3	-2	-4	0	5	-7	-27	2
CCCC1C(C(=O)OCC)=C(C)NC(C)=C1C(=O)OCC
 : 12	12	10	-4	4	21	-2	-8
Cc1c(NC(=S)NC(=O)c2ccccc2Br)c(=O)n(-c2ccccc2)n1C
 : 19	-3	5	7	3	-5	11	-11
CCC(C)[C@H]1CNCCN1CCc1cccc2ccccc12 (some centres undefined)
 : 9	8	16	2	12	7	15	-2
Cc1cc(NC(=O)CCCC(=O)N(CC(=O)NCCc2ccccc2)Cc2ccc(F)cc2)no1
 : 8	-19	16	0	8	2	-5	7
CS/C(=C\[N+](=O)[O-])Nc1ccccc1
 : 26	-3	-6	0	-13	7	-4	-9
O=C(Nc1ccc(NC(=O)c2cccs2)c(Cl)c1)c1ccco1
 : -15	5	1	1	13	24	-9	-6
O=C(O)c1ccc(Cl)c(S(=O)(=O)Nc2ccc3cn[nH]c3c2)c1
 : -2	10	-9	9	2	7	-5	-5
COC(=O)c1c(C(=O)OC)c(-c2ccccc2)n2c1CS(=O)C2 (centres undefined)
 : 2	-5	8	-3	-10	-6	3	-12
CC(c1ccco1)N(Cc1ccco1)C(=O)Nc1ccccc1 (centres undefined)
 : 22	-3	3	-7	3	-1	2	2
O=C(CNS(=O)(=O)c1ccc(F)cc1)N1CCCC1
 : -27	11	2	-4	8	-4	-14	-20
CC1CCCN(Cc2c(C(=O)N3CCc4ccccc4C3)nc3ccc(Cl)cn23)C1 (centres undefined)
 : -14	11	0	3	22	8	-8	4
Cn1nnc2cc(C(=O)N3CCSCC3)ccc21
 : -4	-3	0	4	2	-1	2	-6
CN(C)c1ccc(C(=S)N2CCOCC2)cc1
 : 19	-10	3	3	0	-2	11	-4
COc1ccc(C(=O)NCC2CCCCC2)cc1S(=O)(=O)N1CCCC1
 : -25	2	-7	7	13	9	-18	-17
O=C(COc1ccccc1)Nc1nccs1
 : -72	11	-4	61*	8	-74	-106	-4
COc1ccc(Nc2cc(C(=O)NCCCN3CCOCC3)c3ccccc3n2)cc1OC
 : 8	1	5	-4	4	8	-8	8
COc1ccccc1CC(=O)Nc1ccc2c(c1)CCC2
 : -19	5	4	-4	14	-10	10	0
CCSc1nnc(Cn2c(=O)sc3ccccc32)n1-c1ccccc1C
 : 6	-5	-5	-7	6	2	-11	4
Cc1csc(SCC(=O)NC(C)C2CC3CCC2C3)n1 (centres undefined)
 : -2	14	-1	-2	13	2	-7	6
CCCCc1ccc(-c2nc(NC(=O)C3C4CCC(O4)C3C(=O)O)sc2C)cc1 (centres undefined)
 : -37	7	-4	1	.	.	-21	.
COc1ccc(CCNC(=O)C(=O)c2c(C)[nH]c3ccccc23)cc1
 : -5	-13	-2	-6	17	7	-7	1
CCC(C)NCCOc1cccc(Br)c1 (centres undefined)
 : 6	2	-3	-12	11	3	-7	-9
Cc1nonc1C(=O)N/N=C/c1ccncc1
 : -24	4	-12	0	15	-2	-12	-16
O=C(COC(=O)c1cc(Cl)ccc1O)NNC(=O)c1ccc([N+](=O)[O-])cc1
 : 7	4	-6	2	7	-6	9	0
CCCc1cc2c(cc1NC(=O)c1ccccc1F)OCO2
 : -4	4	-2	-4	3	-15	4	-13
COc1ccc(CNC(=O)C2CCCN(S(=O)(=O)c3ccc(-n4cnnn4)cc3)C2)cc1 (centres undefined)
 : 4	0	7	4	-2	3	-5	11
CC(C)(C)c1nnc(NC(=O)COc2ccc3c(c2)OCO3)s1
 : -64	10	-2	-22	13	-43	-32	-8
COc1ccc(/C=N/N2CCN(c3ccncc3S(=O)(=O)N3CCCCC3)CC2)cc1
 : -2	24	-6	-10	2	2	-4	19
CC(C)(C)NC(=O)c1ccc2nccnc2c1
 : 5	-7	-10	-6	-7	6	-1	-9
CCC1Nc2ncnc(N3CCCCC3)c2N(Cc2ccc(OC)cc2)C1=O (centres undefined)
 : 12	8	11	6	14	-1	-9	8&1
Cc1cccc(/C=C2\Oc3cc(OS(C)(=O)=O)ccc3C2=O)c1
 : -9	7	8	-4	1	-9	-14	13
COc1ccccc1OCc1ccc(C(=O)NCC(C)C)o1
 : 5	-10	0	-1	1	0	2	-16
O=C(O)c1ccc(CNC(=O)c2ccc(C(F)(F)F)cc2)cc1
 : 18	-7	-2	-3	-1	-1	-6	-8
CCOC(=O)C1CCN(C(=O)c2cc(S(=O)(=O)N3CCOCC3)ccc2C)CC1
 : 5	1	3	4	2	8	6	1
O=C1NCCCC1C(=O)Nc1ccccn1 (centres undefined)
 : 2	-3	7	-7	-19	3	7	-2
O=C(COc1ccc(Cl)cc1)NCc1nnc(SCC(=O)c2ccccc2)o1
 : -3	10	-12	-4	24	4	3	11
Cc1ccccc1CNC(=O)C1CCCN(c2nnc(C)c3c(C)n(-c4ccccc4)nc23)C1 (centres undefined)
 : -78	22	9	-9	15	35	-13	9
CN1CCN(C(=S)SCC(=O)N2CCCc3ccccc32)CC1
 : -10	-9	-8	0	18	5	-6	3
O=C(CNS(=O)(=O)c1ccc(Cl)cc1)NNC(=O)c1cccnc1
 : 6	-13	4	-2	1	4	-3	3
CCC(=O)Nc1cc(C(=O)OCc2ccc(C(=O)Oc3ccccc3)cc2)ccc1C
 : -19	4	-15	-13	-12	0	-10	4
Cc1ccc(C(=O)N2CCC(Cc3ccccc3)CC2)cc1[N+](=O)[O-]
 : -19	21	-10	-12	16	-22	5	10
O=C(NCCCN1CCOCC1)c1cnccn1
 : 15	-18	7	1	-4	-9	0	-6
CC(=O)NC(CCS(C)(=O)=O)C(=O)Nc1nc(C)cs1 (centres undefined)
 : 17	-8	3	1	-10	-29	17	-6
CCN1CCN(CCNC(=O)c2ccc(CS(=O)(=O)c3ccccc3C)o2)CC1
 : -4	4	2	-3	-10	2	-6	-8
CCN(CC)S(=O)(=O)c1cccc(C(=O)Nc2nnc(C)s2)c1
 : 4	8	0	-5	5	-1	4	-8
Cc1c(C(=O)OCC(=O)N2CC(C)CC(C)C2)oc2ccccc12 (centres undefined)
 : 16	16	8	6	0	1	8	-1

Carrying on:
Order of values: 697 NFkB inh	Apaf1 inhib	UBC13 inh	SENP8 block	CCR6 antag	Gli-Sufu antag	Jurkat NFkB inh	EBI2 block
O=C(Nc1ccc(NC(=O)C23CC4CC(CC(C4)C2)C3)cn1)c1ccco1
 : -101	4	-4	-11	2	-122	-151	1
Cc1ccccc1CN1CCC(n2nccc2NC(=O)CCCc2ccccc2)CC1
 : 7	5	-4	-3	9	16	0	-2
COC(=O)c1sc(N)c(C(=O)OC)c1COC(=O)C1CC(=O)N(Cc2ccco2)C1 (centres undefined)
 : 19	-19	1	0	-11	.	-1	14
Cc1ccc(-n2ccnc(SCC(=O)NC3CCCCC3)c2=O)cc1F
 : -36	7	-4	3	3	-24	-11	-4
O=C(COC(=O)c1ccc2ccccc2n1)Nc1ccccc1Br
 : 5	-2	4	-2	13	0	2	-2
CCCc1noc2c1/C(=N\O)CCC2
 : 0	-1	5	-1	5	6	6	2
CCN1CCCC1CNc1ncnc2c1[nH]c1ccc(Cl)cc12 (centres undefined)
 : -28	22	19	-11	-8	52	-27	5
COc1cccc(NC(=O)CSc2ncnc3c2oc2ccccc23)c1
 : -3	16	-1	3	18	-8	-2	2
CC(C)NC(=O)CSc1nnc(-c2ccco2)n1N
 : 28	-24	6	-1	-1	-1	5	-4
